PAFAH1B2 FP inh = blocks human PAF acetylhydrolase 1b catalytic subunit 2. inhibition, % at 3.39 µM. recombinant PAFAH1B2, FP-rhodamine activity probe, fluorescence polarization. actives 1.2% (n = 340,000). AID 492953;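 active = inhibition above the mean of all tested compounds plus 3 SD, cut at about 24% in these data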;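 also: 0% = enzyme with DMSO and 100% = wells lacking PAFAH1B2; many of its hits are not listed in these tables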
GSTO1 counter = blocks human GSTO1 in RBBP9 counter-screen; AID 1974; inhibition, % at 5.96 µM; recombinant GSTO1, activity-based probe fluorescence polarization; P78417; actives 1.1% (n = 300,000);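 active = inhibition above the campaign mean inhibition plus 3 SD, cut at about 35% in these data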;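 also: 0% = GSTO1-1 with DMSO and 100% = wells lacking GSTO1-1 enzyme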
PAD4 inh = blocks human protein arginine deiminase 4. actives 0.41% (n = 330,000). recombinant PAD4, RCA probe fluorescence polarization. inhibition, % at 6.36 µM;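 active = percent inhibition above a cutoff equal to the mean of all tested compounds plus 3 SD, cut at about 15% in these data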;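 also: 0% = PAD4 with RCA probe and DMSO and 100% = probe without PAD4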
PAFAH2 inh = inhibitors of human PAFAH2; actives 0.99% (n = 340,000); Q99487; AID 492956; recombinant PAFAH2, FP-rhodamine activity probe, fluorescence polarization; inhibition, % at 3.39 µM;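 active = inhibition above the mean over all tested compounds plus 3 SD, cut at about 30% in these data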;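 also: inhibitors block probe labeling of enzyme so polarization drops; 0% = enzyme with DMSO and 100% = wells lacking PAFAH2 protein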
LYPLA2 counter = counter-screen for PME1 inhibitors: inhibitors of human LYPLA2; O95372; recombinant LYPLA2, FP-Rh probe fluorescence polarization; inhibition, % at 5.9 µM; actives 0.38% (n = 320,000); AID 2177;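 active = inhibition above the screen-wide mean plus 3 SD, limit set per campaign, cut at about 26% in these data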;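 also: 0% = LYPLA2 with DMSO and 100% = wells lacking LYPLA2 enzyme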
PME-1 inh = PME-1 (human) inhibition. recombinant PME-1, FP-Rh probe fluorescence polarization. AID 2130. inhibition, % at 5.9 µM. actives 0.53% (n = 320,000). Q9Y570;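 active = inhibition above the campaign mean of all compounds plus 3 SD, cut at about 26% in these data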;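 also: competitive labeling of PME-1 active site by serine hydrolase directed probe; 0% = PME-1 with DMSO and 100% = wells lacking PME-1 enzyme; inhibitors block probe labeling so polarization falls and inhibition rises; many of its hits are not listed in these tables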
pPAFAH FP inh = pPAFAH (human) enzyme inhibition | AID 463082 | inhibition, % at 3.39 µM | actives 1.5% (n = 330,000) | recombinant pPAFAH, FP-rhodamine probe fluorescence polarization;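 active = inhibition above the mean inhibition across the screen plus 3 SD, cut at about 25% in these data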;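 also: inhibitors block binding of the rhodamine activity-based probe so polarization drops; 0% = enzyme with DMSO and 100% = wells lacking pPAFAH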
Target sequence (Q13093 whole entry, looked up): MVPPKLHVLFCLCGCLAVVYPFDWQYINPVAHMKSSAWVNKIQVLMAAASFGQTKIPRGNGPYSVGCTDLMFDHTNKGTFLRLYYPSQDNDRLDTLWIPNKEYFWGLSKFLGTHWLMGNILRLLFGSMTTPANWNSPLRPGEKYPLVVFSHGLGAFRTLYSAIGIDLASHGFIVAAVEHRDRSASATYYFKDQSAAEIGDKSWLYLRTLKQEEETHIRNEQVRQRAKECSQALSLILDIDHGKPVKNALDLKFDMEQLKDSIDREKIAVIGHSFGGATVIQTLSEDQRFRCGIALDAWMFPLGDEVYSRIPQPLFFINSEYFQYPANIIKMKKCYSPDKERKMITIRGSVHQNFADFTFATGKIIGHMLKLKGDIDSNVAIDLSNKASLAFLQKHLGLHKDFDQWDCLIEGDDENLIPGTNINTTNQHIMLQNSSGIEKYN
LYPLA1 counter = counter-screen for PME1 inhibitors: inhibitors of human LYPLA1 | AID 2174 | recombinant LYPLA1, FP-Rh probe fluorescence polarization | actives 0.16% (n = 320,000) | inhibition, % at 5.9 µM;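 active = inhibition above the mean of all tested compounds plus 3 SD, set per campaign, cut at about 14% in these data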;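 also: inhibitors block serine hydrolase probe labeling of LYPLA1 so polarization falls; 0% = enzyme with DMSO and 100% = wells lacking LYPLA1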
Target sequence (O75608 whole entry, looked up): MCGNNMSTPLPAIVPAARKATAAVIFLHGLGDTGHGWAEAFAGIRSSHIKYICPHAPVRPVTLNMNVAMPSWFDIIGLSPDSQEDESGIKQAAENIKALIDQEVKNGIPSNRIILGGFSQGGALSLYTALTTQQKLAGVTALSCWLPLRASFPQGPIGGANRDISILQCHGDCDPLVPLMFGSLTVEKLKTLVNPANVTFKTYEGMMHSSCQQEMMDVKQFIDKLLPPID
PAFAH1B3 inh = PAFAH1B3 (human) inhibition; actives 0.28% (n = 340,000); Q15102; recombinant PAFAH1B3, FP-rhodamine probe, fluorescence polarization; inhibition, % at 3.39 µM;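 active = inhibition above the screen-wide average of all tested compounds plus 3 SD, cut at about 25% in these data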;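 also: 0% = enzyme with DMSO only and 100% = wells lacking PAFAH1B3 protein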
Target sequence (Q15102 whole entry, looked up): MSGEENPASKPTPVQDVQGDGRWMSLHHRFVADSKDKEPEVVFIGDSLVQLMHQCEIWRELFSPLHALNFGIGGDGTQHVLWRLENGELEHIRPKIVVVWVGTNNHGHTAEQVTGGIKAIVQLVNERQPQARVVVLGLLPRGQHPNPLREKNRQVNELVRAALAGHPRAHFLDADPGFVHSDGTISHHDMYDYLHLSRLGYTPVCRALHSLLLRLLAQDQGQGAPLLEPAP
Active calls of the source: *; nt = no result given. An excerpt. The share of hits here may be higher or lower than overall.

SMILES	PAFAH1B2 FP inh	GSTO1 counter	PAD4 inh	PAFAH2 inh	LYPLA2 counter	PME-1 inh	pPAFAH FP inh	LYPLA1 counter	PAFAH1B3 inh
COc1ccc(N2C(=O)/C(=C/c3ccc(N(C)C)o3)C(=O)NC2=S)cc1	0	-10	-1	-18	-11	-12	2	-3	-10
Cc1ccc2c(c1)=C/C(=C\c1c(O)[nH]c(=O)[nH]c1=O)C(=O)N=2	25*	8	-10	1	-2	-3	2	-1	8
c1ccc(NC2=NCCS2)cc1	3	-6	-3	-3	1	-10	-4	-1	-2
CC(C)OCC(O)CN1CC2C[C@@H](C1)Cn1c2cccc1=O (some centres undefined)	1	0	-1	-3	0	2	2	2	2
CN1CCN(c2ccc(S(=O)(=O)C(F)(F)F)cc2[N+](=O)[O-])CC1	-2	6	-4	2	3	5	7	1	0
O=C(c1ccccc1F)c1cn(Cc2ccccc2)c2ccccc12	5	-9	0	-12	-8	3	16	-3	9
O=C(CN1CCCC1=O)NCCc1ccccc1	0	2	-5	-3	5	3	6	1	4
CN1CCN(c2ncnc3nc[nH]c23)CC1	4	1	1	5	-3	-6	0	0	3
O=C(Nc1ccccc1OC(=O)N1CCCCC1)N1CCCCC1	-1	13	0	-3	3	-4	-1	1	4
CCN(CC)c1ccc(N=Cc2c(O)[nH]c(=O)[nH]c2=O)cc1	1	56*	26*	11	6	8	45*	5	5
O=C1CC(=O)N(c2cccc(Br)c2)C(=O)N1	1	18	-9	1	-9	-3	5	-7	-4
COCCNC(=O)CN1C(=O)C(C)N=C(c2ccccc2)c2cc(Cl)ccc21 (centres undefined)	1	-5	-1	-3	-6	4	0	-2	3
C[C@]12CC[C@@H](O)CC1=CC(=O)C1C2CC[C@]2(C)C(=O)CCC12 (some centres undefined)	5	nt	4	11	nt	nt	-2	nt	9
NNC(N)=O	3	1	0	-3	-9	0	2	-4	7
O=C1NC(=S)NC(=O)C1=Cc1ccc(OCC(=O)N2CCCC2)cc1	3	1	1	4	-2	4	2	1	-8
COc1cc(OC)c(C=O)c(OC(=O)N(C)C)c1	5	2	2	2	1	-6	4	6	6
CCCCCn1c(N)c(C(=O)NCc2cccs2)c2nc3ccccc3nc21	nt	60*	65*	nt	8	10	4	-2	nt
CCOc1ccc(N=Cc2c(O)n(CCc3ccc(OC)c(OC)c3)c(=O)[nH]c2=O)cc1	-2	1	-6	-8	0	2	4	2	6
Cc1nn(C2CCOC(C)(C)C2)c2c1C(c1ccc(OC(C)C)cc1)SCC(=O)N2 (centres undefined)	-5	4	-2	-3	3	4	-3	-2	15
CC1(C)NCCN2C(=O)CSC21 (centres undefined)	0	-7	-5	5	4	-4	-1	4	-2
COC(=O)c1ccc(NC(=O)NC(=O)Oc2ccccc2)cc1	4	nt	1	3	1	-23	0	2	-5
C/C(=N\Nc1ccccc1)c1c(O)n(C)c(=O)n(C)c1=O	3	11	-6	-2	-1	-8	-6	-1	-4
COc1ccc(-c2nn(CCC#N)cc2C(=O)Nc2ccc(C(C)=O)cc2)cc1	-1	2	0	-5	-1	-4	-3	-1	8
Cc1cccc(CN2CCN(C(=O)Cc3ccccc3)CC2)c1	3	-1	1	-3	4	-3	7	0	7
O=c1[nH]c(=S)n(C2CCCCC2)c(O)c1/C=N/N1CCOCC1	13	-4	-8	6	-2	1	3	-3	4
COc1ccc(OC)c(NC(=O)N2C[C@H]3C[C@@H](C2)c2cccc(=O)n2C3)c1	-1	2	0	-5	1	2	3	1	9
CSc1ncc(/C=C2/C(=O)NC(=O)N(C)C2=O)cn1	-4	-6	-5	1	2	0	0	-2	-4
CC1Oc2cc3c(-c4c(O)cc(O)c5c(O)c6c(cc45)OC(C)C(C)C6=O)c(O)cc(O)c3c(O)c2C(=O)C1C (centres undefined)	52*	73*	-7	46*	17	28*	91*	5	60*
CN1CC(C(=O)c2ccc(Cl)cc2)C(c2ccc(Cl)cc2Cl)C1 (centres undefined)	7	12	2	-8	12	4	3	0	10
CC(C)N1CC=C(c2c[nH]c3ccccc23)CC1	-2	2	-2	-5	-5	9	3	-1	11

Record cards (already shown). Screens in order: PAFAH1B2 FP inh	GSTO1 counter	PAD4 inh	PAFAH2 inh	LYPLA2 counter	PME-1 inh	pPAFAH FP inh	LYPLA1 counter	PAFAH1B3 inh
Shown for CC(C)N1CC=C(c2c[nH]c3ccccc23)CC1 : -2	2	-2	-5	-5	9	3	-1	11
Shown for COc1ccc(-c2nn(CCC#N)cc2C(=O)Nc2ccc(C(C)=O)cc2)cc1 : -1	2	0	-5	-1	-4	-3	-1	8
Shown for O=c1[nH]c(=S)n(C2CCCCC2)c(O)c1/C=N/N1CCOCC1 : 13	-4	-8	6	-2	1	3	-3	4

(list continues)
SMILES	PAFAH1B2 FP inh	GSTO1 counter	PAD4 inh	PAFAH2 inh	LYPLA2 counter	PME-1 inh	pPAFAH FP inh	LYPLA1 counter	PAFAH1B3 inh
O=C(Cn1cc(C(=O)c2ccccc2F)c2ccccc21)NCc1ccco1	1	-3	-3	-1	-19	-14	-4	-1	-8
CCOC(=O)N(c1ccccc1)P1(=S)OCC(C)O1 (centres undefined)	6	1	0	-4	-1	-3	-2	-2	12
COC(=O)c1ccccc1-n1c(C)nc2ccccc2c1=O	-1	-3	-6	-3	4	3	1	-4	-4
O=C(c1ccco1)C12CN3CN(CN(C3)C1)C2	0	1	0	-8	-5	-1	1	-5	8
O=C(COc1ccccc1F)N1CCN(CCN2C(=O)c3cccc4cccc(c34)C2=O)CC1	2	8	-2	2	38*	5	3	8	28*
c1cc(CCN2CCCC2)ccn1	5	6	5	-4	5	-2	-3	4	3
C=Cn1ccnc1P(=S)(c1ccn(C)c1)c1nccn1C=C	5	-1	-2	-4	5	0	5	0	9
Cn1c(O)c(C(=N)COc2ccccc2)c(=O)n(C)c1=O	2	0	1	-4	2	-1	2	-3	5
O=c1[nH]c(=O)n(C2CCCCC2)c(O)c1/C=C/C=Nc1ccccc1	-35	-10	-9	-65	-14	-14	3	-6	-52
Cc1ccc(N2C(=O)NC(=O)C3(Cc4ccccc4N4CCN(c5ccccc5)CC43)C2=O)cc1 (centres undefined)	3	20	-1	9	3	-4	23	-1	-1
CCC(=NCCOc1ccc(Cl)cc1)c1c(O)n(C)c(=O)n(C)c1=O	-3	-1	-6	-15	3	2	5	-3	6
CCC1(CC)C(=O)NC(=NCCc2c[nH]c3ccccc23)NC1=O	5	8	0	-7	-1	4	4	-6	-3
Cc1nc2ccccc2c(=O)n1-c1ccccc1[N+](=O)[O-]	0	4	2	7	1	-1	-2	5	3
Cc1ccc(-c2nn(CCC#N)cc2C(=O)O)cc1C	8	-4	0	3	3	0	4	0	8
CC1CCCCN1Cc1c[nH]c2ccccc12 (centres undefined)	3	10	-6	1	2	0	1	1	-2
CC[N+]1(C)CCCC(OC(=O)C(O)(c2ccccc2)c2ccccc2)C1 (centres undefined)	0	4	2	-1	2	2	2	1	-2
CCOC(=O)C1=C(N)OC2=C(C(=O)CCC2)C12C(=O)N(C)c1ccccc12 (centres undefined)	-1	-1	7	0	-3	-5	-5	-1	1
COc1cc2[nH]c(=S)n(-c3ccccc3)c(=O)c2cc1OC	4	7	4	10	-2	3	1	2	2
CC(C(=O)c1c[nH]c2ccccc12)N1CCc2ccccc2C1 (centres undefined)	1	10	0	-5	2	-3	-3	3	1
OC(Cn1c2ccccc2c2ccccc21)C[n+]1cccc2ccccc21 (centres undefined)	2	9	-1	2	-6	-8	-5	-5	-1
CC(=NCCO)c1c(O)n(C)c(=O)n(C)c1=O	6	-4	1	0	-4	0	8	-4	8
C=CCN1C(=O)NC(=O)C(Cc2ccc(OC)c(OC)c2)C1=O (centres undefined)	2	21	-6	4	-5	-3	8	0	7
NC(CC(=O)O)C1CCCCC1 (centres undefined)	nt	-2	-2	nt	-6	0	-1	-2	nt
COc1ccc(-c2cc(=NCC(=O)O)c3ccccc3o2)cc1	3	-4	-3	-2	3	2	1	-2	8
CCOC(=O)[C@]1(C#N)[C@@H]2C=CC(C(N)=O)=CN2[C@@H](C(N)=O)[C@@H]1c1ccc(F)cc1	8	11	-4	4	0	-1	3	-1	2
CC(=O)OC1(c2ccc(C)cc2)CN2CCC1c1ccccc12 (centres undefined)	0	2	0	-2	-11	6	-4	-2	3
COCCOC(=O)C1=C(N)Oc2c(c(=O)oc3ccccc23)[C@@]12C(=O)Nc1ccccc12	2	1	1	-3	2	2	6	0	3
CN(C/N=C(\N)N[N+](=O)[O-])S(=O)(=O)c1ccccc1	nt	1	-5	nt	6	1	-2	3	nt
CC(C)c1ccc(-n2c(O)c(/C=N/NC(=O)c3ccncc3)c(=O)[nH]c2=O)cc1	3	12	-2	0	7	3	8	3	17
Cc1ccc(-c2cc(-c3ccccc3)cc(-c3ccccc3)[n+]2-c2ccccc2C(=O)O)cc1	0	-3	2	-2	-4	3	-1	4	1
O=C(c1ccc2c(c1)N(Cc1ccccc1)CCS2)N1CCC2(CC1)OCCO2	2	-2	-4	8	2	7	7	5	1
COC(=O)C1=C(c2ccc3ccccc3c2)C[C@@H]2CC[C@H]1N2C(=O)NC1Cc2ccccc2C1	10	nt	-5	-12	2	-1	6	-4	7
Cc1ccccc1-n1c(C)nc2ccsc2c1=O	8	4	-1	1	5	0	1	2	7
CC(C)(C)c1cc(C=C(C#N)C#N)cc(C(C)(C)C)c1O	1	-66	3	21	1	2	2	-4	23
Cc1ccc(C2=NCC(=O)N(CC(=O)N3CCCCC3)c3sc(C)c(C)c32)cc1	6	1	3	-4	7	-1	7	2	4
OC(COCc1ccc(Cl)cc1)CN1CC=C(c2ccccc2)CC1 (centres undefined)	11	5	-1	14	0	7	-1	-1	2
CNc1cc(N2CCN(C)CC2)ccc1[N+](=O)[O-]	-1	4	3	5	-1	5	0	0	-6
COC(=O)C1=C(c2ccc(Cl)c(C(F)(F)F)c2)C[C@@H]2CC[C@H]1N2C(=O)NC1CC1	1	nt	3	-9	-1	2	4	0	5
Cc1cc(C=C(C#N)C#N)ccc1N1CCCC1	1	5	-5	7	-1	0	3	3	2
CCc1cccc(C)c1NC(=S)N1CC2CC(C1)c1cccc(=O)n1C2 (centres undefined)	-2	1	12	8	-7	-5	0	-10	0
CCCc1nc2ccc(Br)cc2c(=O)n1-c1ccc([N+](=O)[O-])c(C(F)(F)F)c1	0	-3	1	-5	-21	-8	0	-14	-4
Cc1ccc(OCCn2cccc2/C=C2/C(=O)NC(=O)N(Cc3ccco3)C2=O)cc1	25*	6	-7	15	2	13	22	-2	7
CCC(=O)CC(c1ccccc1)c1c(O)c2ccccc2sc1=O (centres undefined)	-1	-4	2	-1	-4	-1	-2	-6	6
Cc1cc(/C=C2\C(=O)NC(=O)N(c3ccc(Cl)cc3)C2=O)c(C)n1C	-3	-1	-4	-3	2	-2	0	-2	10
O=c1[nH]c(=O)n(CCC2=CCCCC2)c(O)c1C=NCCCn1ccnc1	0	0	-3	-4	-1	0	3	-1	3
C[C@]12CC[C@H]3[C@@H](CCC4=CC(=O)CC[C@@H]43)[C@@H]1CC[C@@H]2O	5	nt	5	-6	nt	nt	4	nt	7
COCCN1C(=O)NC(=O)/C(=C\c2ccc(Br)cc2)C1=O	2	14	-1	2	-1	1	-1	2	5
O=CC(Cl)P(=O)(N1CCCCC1)N1CCCCC1 (centres undefined)	5	-5	-6	0	-3	-4	4	0	2

Source: PubChem
